# High-throughput results: PubChem, Sanford-Burnham Center for Chemical Genomics
# PfGluPho inh: PfG6PD (Plasmodium falciparum) enzyme inhibition. PfGluPho enzyme, NADPH resazurin-diaphorase fluorescence. inhibition, % at 20 µM. 0.78% of 350,000 active. AID 504690;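 active means inhibition reaching at least a set limit at 20 µM in the primary screen, cut at about 59% in these data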;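 further: 0% = DMSO wells with substrate and 100% = DMSO wells lacking glucose-6-phosphate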
# A3A deaminase: human APOBEC3A DNA deaminase inhibition | P31941 | recombinant A3A, FAM/TAMRA ssDNA deamination fluorescence | inhibition, % at 20 µM | 0.41% of 330,000 active;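 active means at least 40% inhibition at 20 µM here, with at most 30% in a related deaminase screen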;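 further: plate controls were A3A with DMSO for no effect and wells lacking A3A enzyme for full effect; some results filed as inactive read as strong as hits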
# HKDC1 inh: HKDC1 (human) hexokinase inhibition. Q2TB90. recombinant HKDC1, G6PDH/diaphorase resazurin coupled fluorescence. inhibition, % at 20 µM. 0.16% of 340,000 active;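 active means inhibition above about 35% when tested at 20 µM, limit read from the data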;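 further: plate controls were DMSO wells with enzyme for no effect and DMSO wells lacking enzyme for full effect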
# Target sequence (Q2TB90 whole entry, looked up): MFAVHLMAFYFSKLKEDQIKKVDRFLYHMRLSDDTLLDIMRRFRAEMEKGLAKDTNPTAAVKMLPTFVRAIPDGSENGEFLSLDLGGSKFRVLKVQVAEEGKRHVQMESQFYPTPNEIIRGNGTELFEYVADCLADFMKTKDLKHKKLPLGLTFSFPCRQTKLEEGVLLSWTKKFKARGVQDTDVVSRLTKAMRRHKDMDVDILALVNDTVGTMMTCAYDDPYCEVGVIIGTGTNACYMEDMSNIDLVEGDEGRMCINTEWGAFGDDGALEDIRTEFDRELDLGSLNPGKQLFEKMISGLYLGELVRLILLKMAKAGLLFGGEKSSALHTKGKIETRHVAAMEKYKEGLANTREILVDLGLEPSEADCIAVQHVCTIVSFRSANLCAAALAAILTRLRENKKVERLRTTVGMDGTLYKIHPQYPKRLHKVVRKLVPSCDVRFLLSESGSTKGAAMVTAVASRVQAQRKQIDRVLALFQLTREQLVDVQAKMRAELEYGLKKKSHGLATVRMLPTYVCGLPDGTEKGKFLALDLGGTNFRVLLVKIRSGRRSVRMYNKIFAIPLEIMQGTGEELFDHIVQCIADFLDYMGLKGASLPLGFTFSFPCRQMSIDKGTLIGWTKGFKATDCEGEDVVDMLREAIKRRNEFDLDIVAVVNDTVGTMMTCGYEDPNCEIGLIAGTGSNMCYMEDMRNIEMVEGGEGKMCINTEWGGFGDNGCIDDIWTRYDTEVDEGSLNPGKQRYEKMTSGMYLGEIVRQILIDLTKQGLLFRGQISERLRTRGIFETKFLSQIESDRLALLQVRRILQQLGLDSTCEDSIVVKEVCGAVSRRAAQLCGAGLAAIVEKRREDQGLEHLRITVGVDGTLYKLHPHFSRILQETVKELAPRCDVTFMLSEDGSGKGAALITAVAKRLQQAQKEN
#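 Test system: Recombinant HKDC1 (HK5) hexokinase enzyme, produced in-house | Input: HKDC1 at 5 µg/mL | Buffer or medium: Tris pH 8.0 buffer with MgCl2, Tween-20, BSA, BME | Schedule: 90 min reaction incubation at room temperature, dark | Technique: Resazurin-to-resorufin fluorescence via G6PDH and diaphorase coupling, 525/613 nm | Controls: DMSO wells with and without enzyme mix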
# ATG4B inh: ATG4B (human) cysteine protease inhibition | ATG4B cleavage of LC3-PLA2, NBD-HPC fluorescence, 1 h | 0.51% of 340,000 active | Q9Y4P1 | AID 504462 | inhibition, % at 8.33 µM; in the data active means inhibition above about 40%
# hIAP inh: blocks human intestinal alkaline phosphatase. P09923. purified IAP, CDP-Star luminescence, 30 min. inhibition, % at 10 µM. 0.12% of 330,000 active;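 active means inhibition reaching a set limit with compound at 10 µM in the primary screen, cut at about 35% in these data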;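 further: plate controls were DMSO wells with enzyme for no effect and no-enzyme buffer wells for full effect; values of inactives mirror those of a sister screen read the other way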
# mIAP act: increases mouse intestinal alkaline phosphatase activity; 0.24% of 330,000 active; activation factor at 10 µM; muIAP, CDP-Star luminescence, 30 min; hits give high values; 1 = vehicle-only enzyme signal, 0 = enzyme-free wells;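 active means activation factor of at least 2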; further: the source names both 10 and 20 µM as test concentration; values of inactives mirror those of a sister screen read the other way
#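 System: Mouse IAP enzyme | Also added: CDP-Star substrate | Dosing: Compounds dispensed in DMSO | Schedule: 30 min enzyme-substrate-compound incubation at room temperature | Technique: Chemiluminescence readout | Control set: DMSO-only wells and no-enzyme negative control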
# hIAP activ: human IAP activation. activation factor at 10 µM. purified human IAP, CDP-Star luminescence, 30 min; hits give high values; 1 = vehicle-only enzyme, 0 = enzyme-free background. P09923. 0.16% of 330,000 active;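 active means activation factor of the enzyme at least 2-fold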; further: the source names both 10 and 20 µM as test concentration; values of inactives mirror those of a sister screen read the other way
# mIAP block: blocks mouse intestinal alkaline phosphatase | purified mouse IAP, CDP-Star luminescence, 30 min | 0.2% of 330,000 active | AID 2806 | inhibition, % at 10 µM;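 active means inhibition of at least 40% at 10 µM in the primary screen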;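 further: plate controls were DMSO with enzyme for no effect and no enzyme wells for full effect; values of inactives mirror those of a sister screen read the other way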
# * = called active by the depositor; x = no result given.
SMILES,PfGluPho inh,A3A deaminase,HKDC1 inh,ATG4B inh,hIAP inh,mIAP act,hIAP activ,mIAP block
COC(=O)C1=NN(c2ccc(C)cc2)C2C(=O)N(c3ccccc3OC)C(=O)C12 (stereo not given),-1,-2,0,-11,-18,0.95,1.2,4
Nc1c(-c2cccs2)cnn1-c1nc(-c2ccc(F)cc2)cs1,-19,1,8,5,-43,1.1,1.4,-7
Cc1cc(C)c(C(=O)O)c(Cl)n1,-13,-8,2,0,-14,1.1,1.1,-7
COc1cc(OC)c(OC)cc1C=NCC1(c2ccccc2)CCCC1,-1,2,-7,-7,-11,1.1,1.1,-6
O=C(COC(=O)c1ccc(CNS(=O)(=O)c2ccc(F)c(Cl)c2)cc1)NCC1CCCCC1,2,2,-1,-9,-8,0.96,1.1,4
O=c1[nH]c2ccc(Cl)cc2c(O)c1-c1ccccc1,-20,-13,-1,-2,13,0.92,0.87,8
NC(=O)CN1C(=O)C(=O)N(Cc2ccccc2Cl)C1=O,2,-1,1,-10,-2,0.92,1,8
Cc1cc(C(=O)CCl)c(C)n1-c1cccc([N+](=O)[O-])c1,5,0,16,6,-6,0.98,1.1,2
COc1cccc(COC(=O)C2CCN(S(=O)(=O)c3ccc(C)cc3C)CC2)c1OC,8,0,1,-3,15,0.98,0.85,2
CC1(c2ccccn2)Nc2ccccc2-c2nc3ccccc3n21 (stereo not given),22,-2,3,-7,11,0.98,0.89,2
Cc1ccc(N2C(=O)CSC2c2cccnc2)c(Cl)c1 (stereo not given),-9,-1,-1,2,16,0.9,0.84,10
O=C(c1ccco1)N1CCN(Cc2nc(-c3cccs3)no2)CC1,11,-9,-6,-13,-14,1.2,1.1,-16

# Five entries picked at random from those above, as already listed:
SMILES,PfGluPho inh,A3A deaminase,HKDC1 inh,ATG4B inh,hIAP inh,mIAP act,hIAP activ,mIAP block
COc1cccc(COC(=O)C2CCN(S(=O)(=O)c3ccc(C)cc3C)CC2)c1OC,8,0,1,-3,15,0.98,0.85,2
O=c1[nH]c2ccc(Cl)cc2c(O)c1-c1ccccc1,-20,-13,-1,-2,13,0.92,0.87,8
CC1(c2ccccn2)Nc2ccccc2-c2nc3ccccc3n21 (stereo not given),22,-2,3,-7,11,0.98,0.89,2
COC(=O)C1=NN(c2ccc(C)cc2)C2C(=O)N(c3ccccc3OC)C(=O)C12 (stereo not given),-1,-2,0,-11,-18,0.95,1.2,4
Cc1cc(C(=O)CCl)c(C)n1-c1cccc([N+](=O)[O-])c1,5,0,16,6,-6,0.98,1.1,2

# (continued)
SMILES,PfGluPho inh,A3A deaminase,HKDC1 inh,ATG4B inh,hIAP inh,mIAP act,hIAP activ,mIAP block
O=C(C1CCC(=O)N1Cc1cccs1)N1CCOCC1 (stereo not given),4,-2,-5,-5,7,0.92,0.93,8
O=C(Nc1nc2ccc(SC(F)F)cc2s1)c1ccc(NS(=O)(=O)c2ccc(F)c(F)c2)cc1,-18,-5,-3,35,3,0.94,0.97,6
Cc1cccc2cc(C#N)c(SCC(=O)Nc3ccccc3N3CCOCC3)nc12,8,-11,5,-10,-4,0.95,1,5
CC(=O)N1CCN(c2ccc(NC(=O)c3ccc(OCc4ccccc4)cc3)cc2)CC1,-2,-2,-6,-16,-24,1,1.2,-2
CCOc1ccccc1C1CC(c2cccs2)=NN1S(C)(=O)=O (stereo not given),1,-2,3,15,-11,0.94,1.1,6
Cc1ccc(C(=O)OCC(=O)Nc2ccc3[nH]c(=O)[nH]c3c2)cc1[N+](=O)[O-],14,-6,-1,-2,-18,1,1.2,-4
O=[N+]([O-])c1ccc(N2CCN(C(=S)Nc3ccccc3)CC2)cc1,10,0,-1,-3,11,0.91,0.89,9
CN(C(=O)Cn1c(Cl)nc2c1c(=O)n(C)c(=O)n2C)C1CCS(=O)(=O)C1 (stereo not given),-5,32,-5,-5,-16,0.97,1.2,3
Cc1ccc(CC(=O)Nc2ccc(Cl)cn2)cc1,-4,-1,-5,0,9,1,0.91,-3
Cc1ccc(CC2C(=O)N(c3cc(Cl)ccn3)C(=O)C2C)cc1 (stereo not given),-4,-2,-3,-10,-70,0.9,1.7,10
COc1ccc(S(=O)(=O)N2CCOC2CNC(=O)C(=O)NCCc2ccc(S(N)(=O)=O)cc2)cc1 (stereo not given),4,1,-6,-8,-8,0.85,1.1,15
O=C1CC(c2ccsc2)c2ccc3ccccc3c2N1 (stereo not given),3,-1,-2,0,15,0.95,0.85,5
COc1ccc(CCNC(=O)CSc2nnnn2-c2ccc(OC)c(OC)c2)cc1OC,8,-4,-5,-8,1,0.92,0.99,8
COc1ccc(NC(=O)c2cc(S(=O)(=O)N3CCOCC3)cn2C)cc1Cl,25,-6,0,-7,18,1,0.81,-4
O=S1(=O)N=C(N(Cc2cccs2)c2ccc(O)cc2)c2ccccc21,-3,-1,-8,-12,7,0.97,0.93,3
COc1cc(C(=O)OCc2cc3ccccc3[nH]c2=O)cc(OC)c1OC,-6,-2,-7,-8,-4,0.94,1,6
O=C(C1CCC1)N1CCN(S(=O)(=O)c2cc(F)ccc2F)CC1,10,-4,1,-6,6,1,0.94,-4
CC(C)(C)C(=O)Nc1ccccc1N1CCN(C(=O)c2ccc(Cl)cc2)CC1,10,0,-1,-8,-4,1,1,-4
O=C(O)c1cnn(-c2ccccc2)c1-c1ccccc1,-5,-2,5,6,-6,0.99,1.1,1
COC(=O)C(Cc1ccccc1)OS(N)(=O)=O (stereo not given),2,-4,2,-1,8,1.1,0.92,-9
CCOC(=O)CNC(=O)N(CCOC)CC1CCCN(C2Cc3ccccc3C2)C1 (stereo not given),1,-4,1,-6,0,1,1,0
O=C(NC1CCCCCCC1)c1ccccc1O,-9,-2,-2,1,7,0.97,0.93,3
CCC(C)n1c(S(=O)(=O)O)nc2ccccc21 (stereo not given),-4,3,-3,9,14,1.1,0.86,-6
CCN(CC)c1nc(N2CCN(CCO)CC2)nc2ccccc12,-1,-2,-3,1,-6,0.94,1.1,6

# Overlap with the part before: 4 entries, then new ones.
SMILES,PfGluPho inh,A3A deaminase,HKDC1 inh,ATG4B inh,hIAP inh,mIAP act,hIAP activ,mIAP block
CCOC(=O)CNC(=O)N(CCOC)CC1CCCN(C2Cc3ccccc3C2)C1 (stereo not given),1,-4,1,-6,0,1,1,0
O=C(NC1CCCCCCC1)c1ccccc1O,-9,-2,-2,1,7,0.97,0.93,3
CCC(C)n1c(S(=O)(=O)O)nc2ccccc21 (stereo not given),-4,3,-3,9,14,1.1,0.86,-6
CCN(CC)c1nc(N2CCN(CCO)CC2)nc2ccccc12,-1,-2,-3,1,-6,0.94,1.1,6
COc1ccc(NC2CC(=O)N(CCc3ccccc3)C2=O)cc1 (stereo not given),3,-3,-5,5,-7,0.97,1.1,3
CCCC(=O)Nc1nnc(S(=O)(=O)N(CC(C)C)c2ccccc2)s1,-5,-1,-1,-7,4,1.1,0.96,-7
C(=N\n1cnnc1)/c1ccc(-c2ccccc2)cc1,5,-1,4,-4,1,0.99,0.99,1
Cc1ccc(C(=O)OCC(=O)Nc2ccccc2Sc2ccccc2)cc1C,19,1,-7,8,-5,0.9,1.1,10
CSCC[C@H](NC(=O)c1cccc([N+](=O)[O-])c1C)c1nc2ccccc2[nH]1,5,-6,-6,-13,0,1.1,1,-13
CCN(CCC(=O)Nc1cc(OC)cc(OC)c1)Cc1ccccc1,6,-2,12,-12,-2,1.1,1,-6
Cc1cc(-c2n[nH]c(=S)n2/N=C/c2ccco2)n[nH]1,14,7,-5,4,-6,0.94,1.1,6
CC[C@]12c3[nH]c4cc(-c5ccco5)ccc4c3CCN1C(=O)[C@@H](CC(=O)NCCN1CCOCC1)C[C@@H]2C(=O)N1CCN(C(=O)C2CC2)CC1,0,1,-9,x,x,1.1,x,-9
CCOP(=O)(OCC)c1nc(-c2ccc(Cl)cc2Cl)oc1N1CCCCC1,9,-6,-1,3,-18,1,1.2,0
O=c1c(N=Nc2ccc(O)cc2)c(-c2ccccc2)[nH]n1-c1ccc([N+](=O)[O-])cc1,6,0,-2,1,11,0.76,0.89,24
CCOC(=O)C1=CN(CC)S(=O)(=O)NC1c1ccccc1 (stereo not given),9,9,-3,3,x,1,x,-2
Cc1ccccc1C(=O)Nn1cnnc1,-4,-7,2,-3,-10,0.94,1.1,6
Cc1nc(-c2ccc(S(=O)(=O)Nc3cc(F)ccc3F)cc2)co1,-1,2,0,-1,-16,1,1.2,0
COc1ccc(N2CCN(CC(O)COc3ccc([N+](=O)[O-])cc3)CC2)cc1 (stereo not given),4,-3,-5,-5,8,0.92,0.92,8
Cc1nc(-c2ccc(S(=O)(=O)N3CCCCCC3)cc2)cs1,6,3,-3,7,9,0.99,0.91,1
Cn1cc(C=O)c2cc(F)ccc21,9,26,-30,-5,-3,0.92,1,8
CC(C)c1nc(CNC(=O)c2cc(COc3c(F)cccc3F)on2)cs1,-1,-4,-6,-1,2,0.94,0.98,6
CCOc1ccc(NC(=O)c2oc3ccccc3c2NC(=O)CC)cc1,x,4,x,x,-11,1.1,1.1,-8
O=C(O)c1cc2nc3c(c(C(F)(F)F)n2n1)CCc1ccccc1-3,-29,9,-4,-1,-1,1,1,-4
COc1ccc(CCN2C(=O)CC(NC34CC5CC(CC(C5)C3)C4)C2=O)cc1OC (stereo not given),-9,-1,1,4,-10,1.1,1.1,-6
O=C(c1cccs1)N1CCN(Cc2cccc([N+](=O)[O-])c2)CC1,-9,-2,-9,6,-6,1,1.1,-4
